Assay outcomes: PubChem BioAssay, National Center for Advancing Translational Sciences (NCATS)
Vif-A3F inh: Vif-A3F binding inhibition. 390,000 compounds, 0.2% hits. Potency, µM (titrated, usually from 46.1 µM), inactives show top-dose activity, negative = active. HeLa A3F-eYFP + Vif (tagged APOBEC3F with the HIV-1 protein that degrades it), YFP fluorescence increase. AID 602313; also: potency is read from the fitted curve at half-maximal effect; % of control where 0% means no effect; nearly all actives have a fitted effect of over 65% in size
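HeLa cells stably expressing Vif plus C-terminally eYFP-tagged A3F were seeded, incubated overnight at 37 deg C, dosed with compound, incubated overnight again at 37 deg C. Yellow fluorescence (Ex 488/Em 500-530) reported blocked Vif-mediated A3F-eYFP degradation.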
Vif-APOBEC3G blk: inhibitors of Vif-APOBEC3G interaction. HeLa A3G-eYFP + Vif (tagged APOBEC3G with the HIV-1 protein that degrades it), YFP fluorescence, overnight. Potency, µM (titrated, usually from 46.1 µM), inactives show at the highest dose activity, negative = active, hits mostly inhibitors. 410,000 compounds, 0.076% hits. AID 602310;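 also: potency is read from the fitted curve at half-maximal effect; % is scaled to controls: 0 for no effect and ±100 for the full control effect; nearly all actives have a fitted effect of over 60% in size; hits raise eYFP signal because A3G escapes Vif-driven loss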
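HeLa cells stably expressing Vif and C-terminally eYFP-tagged A3G, seeded overnight at 37 deg C, then exposed to compound by pintool overnight at 37 deg C. Rise in yellow fluorescence (Ex 488/Em 500-530, Acumen) marks blocked Vif-driven A3G degradation.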
IDH1 R132H inh: inhibitors of human mutant IDH1 R132H. O75874. Potency, µM (doses to about 76.6 µM), without a hit: top-dose activity change, negative = inhibition, most hits filed as inhibitors. AID 602179. IDH1-R132H enzyme, NADPH consumption, diaphorase/resazurin fluorescence. 390,000 compounds, 0.093% hits; also: potency is read from the fitted curve at half-maximal effect; % is scaled to controls: 0 for no effect and ±100 for the full control effect; nearly all actives have a fitted effect of over 65% in size
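IDH1-R132H (0.5 ug/mL dispensed) in pH 7.5 Tris buffer was preincubated 30 min with compound, then given a substrate mix of 0.016 mM NADPH and 2 mM alpha-KG for 80 min at room temperature; remaining NADPH was read by diaphorase/resazurin fluorescence.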
USP1-UAF1 inh: blocks the human USP1/UAF1 deubiquitinase complex. 390,000 compounds, 0.23% hits. Potency, µM (series often up to 57.1 µM), inactives show at the highest dose activity change, negative = inhibition, usual class: inhibitors. recombinant USP1/UAF1, Ub-Rhodamine cleavage fluorescence. O94782; also: potency is read from the fitted curve at half-maximal effect; % is scaled to controls: 0 for no effect and ±100 for the full control effect; nearly all actives have a fitted effect of over 60% in size; inactives centre near -12
Target sequence (O94782 whole entry, looked up): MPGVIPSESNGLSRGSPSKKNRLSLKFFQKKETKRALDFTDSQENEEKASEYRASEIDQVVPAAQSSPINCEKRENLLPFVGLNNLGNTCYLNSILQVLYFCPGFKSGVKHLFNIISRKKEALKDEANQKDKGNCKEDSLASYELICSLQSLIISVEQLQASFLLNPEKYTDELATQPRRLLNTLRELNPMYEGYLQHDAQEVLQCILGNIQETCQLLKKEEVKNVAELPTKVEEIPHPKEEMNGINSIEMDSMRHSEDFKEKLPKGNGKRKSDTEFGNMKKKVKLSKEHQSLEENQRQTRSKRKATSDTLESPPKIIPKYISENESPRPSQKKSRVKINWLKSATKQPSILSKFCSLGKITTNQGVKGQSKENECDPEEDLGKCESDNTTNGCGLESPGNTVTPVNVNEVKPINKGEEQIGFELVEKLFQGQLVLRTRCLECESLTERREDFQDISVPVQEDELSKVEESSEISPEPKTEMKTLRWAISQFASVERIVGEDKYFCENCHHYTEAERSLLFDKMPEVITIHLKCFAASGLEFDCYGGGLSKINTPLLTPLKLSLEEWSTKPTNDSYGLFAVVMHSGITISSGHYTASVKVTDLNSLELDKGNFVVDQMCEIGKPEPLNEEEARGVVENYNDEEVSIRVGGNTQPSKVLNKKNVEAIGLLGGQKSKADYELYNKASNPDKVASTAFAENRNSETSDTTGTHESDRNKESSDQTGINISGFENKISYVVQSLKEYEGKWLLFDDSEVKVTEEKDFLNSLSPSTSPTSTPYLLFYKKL
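1 nM enzyme complex + cpd, 15 min RT; start with Ub-Rho 150nM final; kinetic fluorescence ex 480/em 540, 6 reads q60 s. Buffer 50mM HEPES pH 7.8, 0.5mM EDTA, 0.1 mg/ml BSA, 1mM TCEP, 0.01% Tween-20.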
PI4K2A block: inhibitors of human PI4K2A; purified PI4K2A, ADP-Glo luminescence, 1 h; hits give low values; 420,000 compounds, 0.13% hits; AID 1346378; Q9BTU6; activity change, negative = inhibition, % at 76.9 µM; in the data active = activity change below about -50%; inconclusive = mostly about -30% to -49%;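 also: -100% = wells without enzyme as full effect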
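PI4K2A activity was measured by ADP-Glo luminescence: enzyme (4 ug/mL stock) and phosphatidylinositol (1.2 mM stock) in Tris pH 7.5/MgCl2/EGTA/Triton X-100 buffer were reacted with ATP (300 microM stock) for one hour at ambient temperature.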
RXFP1 agonist: agonists of human relaxin receptor RXFP1; Q9HBX9; HEK293T-RXFP1 cAMP TR-FRET, 30 min; response scale: percent of porcine relaxin response, buffer zero; Potency, µM (highest dose often 57.5 µM), for the others: top-dose activation, actives largely listed as activators; 370,000 compounds, 0.3% hits; AID 2676; also: potency is read from the fitted curve at half-maximal effect; % is scaled to controls: 0 for no effect and ±100 for the full control effect; nearly all actives have a fitted effect of over 60% in size; many of its hits are not listed in these tables
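HEK293 cells stably expressing RXFP1, treated 30 min at 37C with compounds plus PDE4 inhibitor Ro 20174; cAMP measured by HTRF TR-FRET. Normalized to buffer and 29 nM porcine relaxin; EC50 by Hill fit.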
TrxR1 substrate: substrates of rat thioredoxin reductase 1 | purified TrxR1 substrate turnover, NADPH consumption readout | AID 588456 | O89049 | Potency, µM (doses to about 114 µM), inactives show top-dose activity change, negative = substrate turnover | 390,000 compounds, 0.01% hits; also: potency is read from the fitted curve at half-maximal effect; % is scaled to controls: 0 for no effect and ±100 for the full control effect; nearly all actives have a fitted effect of over 50% in size
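Rat TrxR1, dispensed at 90 nM, was prereduced with 400 uM NADPH (final) for 5 min at ~22 deg C, then incubated with compound 15 min before 400 uM selenite. A first-read NADPH fluorescence drop versus no-compound background flagged substrates.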
Glioma ERSR ind: ER stress response induction in glioma; U87-MG GRP78 promoter luciferase reporter, 16 h; Potency, µM, inactives show at the top dose activation, most hits filed as activators; 420,000 compounds, 0.02% hits; also: potency is read from the fitted curve at half-maximal effect; series mostly up to about 76 µM; % of control where 0% means no effect; nearly all actives have a fitted effect of over 35% in size
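Stably transfected U87-MG glioma cells carrying a GRP78-based luciferase sensor; 16 h compound incubation. Luminescence end-point read 10 min after Bright-Glo addition at room temperature.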
LDHA block: blocks human lactate dehydrogenase A | activity change, % (values are at about 110 or 230 µM) | purified LDHA, NADH/diaphorase-resazurin fluorescence; hits give low values | 480,000 compounds, 0.15% hits; in the data active = activity change below about -30%; inconclusive = mostly about -25% to -30%;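 also: plate controls were DMSO wells for no effect and wells without enzyme for full effect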
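Human LDH5 at 2 nM final in Tris HCl pH 7.4 with 0.06 mM NADH and 0.2 mM pyruvate, reacted 5 minutes at room temperature. Remaining NADH coupled via diaphorase/resazurin; resorufin fluorescence read at 0 and 20 minutes, normalized to enzyme-free and DMSO wells.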
* hit, by the source's call; u = inconclusive; x = no result given; & = joins results of further samples; [ ] = dose if it differs, or a comment. Unless noted, calls follow the shape of the dose curve; as a rule, active = well fitted curve in the direction sought with a large enough effect; inconclusive = small, poorly fitted or top-dose-only effect, or another doubt; inactive = no such curve, though single readings can be large; an effect the other way counts as inactive or inconclusive.

Below each SMILES: Vif-A3F inh, Vif-APOBEC3G blk, IDH1 R132H inh, USP1-UAF1 inh, PI4K2A block, RXFP1 agonist, TrxR1 substrate, Glioma ERSR ind, LDHA block
- Cc1cccc(-c2nc(SCc3cc(=O)c4c(C)cc(C)cc4[nH]3)n[nH]2)c1
  u, u, u, u, -1, -2.5%, 1%[57.1 µM], -12%, u
- Cc1cn([C@H]2C[C@H](O)[C@@H](CCC(=O)NCc3cccc4ccccc34)O2)c(=O)[nH]c1=O
  x, -1%, x, x, 2, x, x, -2%, 1
- COC(=O)C(NS(=O)(=O)c1ccc(F)cc1)c1ccccc1 (stereo not drawn)
  10%, 1%, 0%, -9%, -2, 0.5%, -8%, -4%, 3
- COCCCNC(=S)N1CCN(C(c2ccccc2)c2ccccc2)CC1
  3%, 2%, 6%, -18%, -6, 2.8%, -3%, -2%, 0
- Cc1nnc2c(N3CCN(CCO)CC3)nc3ccccc3n12
  -6%, 9%, -6%, -22%, 1, 20%, -1%, -4%, 2
- N#Cc1c(NC(=O)c2nc3ncccn3n2)sc2c1CCCCC2
  8%, -6%, 0%, -20%, 5, -1.3%, 10%[57.1 µM], -1%, -3
- CCc1ccccc1NC(=O)CN(C)C(=O)CSc1nc2cc(Cl)ccc2s1
  3%, 0%, 8%, -17%, 8, -0.4%, -5%, -4%, -9
- O=C(Nc1ccc(S(=O)(=O)N2CCCCCC2)cc1)C1CCCO1 (stereo not drawn)
  x, 3%, 5%, 5%, -2, 0.1%, -7%, 1%, -4
- O=C(Nc1cccnc1N1CCOCC1)c1cc2ccccc2oc1=O
  -7%, 1%, 4%, 0%, -8, 0.2%, 3%, 6%, 4
- COc1cc(OC)cc(C(=O)NNC(=S)NC(=O)c2cccnc2)c1
  -13%, 1%, -4%, -13%, 1, 0.2%, 2%, -8%, -2
- COc1ccc(OC)c(NC(=O)NCc2ccc(F)cc2)c1
  -3%, 1%, 7%, 4%, -3, -0.2%, -8%, -2%, 2
- CN(CC(=O)Nc1ccc(Cl)cc1)C(=O)c1cccc(S(=O)(=O)NCc2ccccc2)c1
  -29%, -7%, 0%, -1%, -2, -1.2%, -18%, -5%, -6
- COc1ccc(CCNC(=O)C2CCCN(S(=O)(=O)c3cnc[nH]3)C2)cc1OC (stereo not drawn)
  -6%, 0%, 11%, -24%, -2, -0.2%, 1%, -4%, 2
- C=CCN(C(=O)CNC(=O)c1ccco1)C(C(=O)NC1CCCCC1)c1ccccc1 (stereo not drawn)
  0%, 1%, -2%, -12%, -3, -0.7%, -7%, -4%, -2
- CC(C)(C)OC(=O)N1CCc2nc(N3CCN(c4ncccn4)CC3)ncc2C1
  -1%, 1%, 5%, -15%, 5, -2.8%, 2%, -4%, -7
- Cc1cc(=O)oc2cc(OCC(=O)Nc3cccc(S(=O)(=O)N(C)C)c3)ccc12
  1%, -3%, 1%, -5%, -1, 20%, -1%, -5%, -2
- CCOc1ccc(C(=O)Nc2nnc(SCc3cc(=O)c4cc(C)ccc4[nH]3)s2)cc1
  1%, 0%, -5%, 9%, -1, 1.3%, 2%[57.1 µM], -3%, 1
- CC(C)CNc1ncnc2c1cnn2Cc1ccccc1Cl
  -6%, -8%, 0%, u, 7, 0.8%, 5%, 1%, -2
- COc1ccccc1OCC(=O)N/N=C(\C)c1ccc2ccccc2c1
  -9%, u, 6%, -13%, 2, x, x, -4%, -8
- CCC(=O)Nc1c(-c2ccccc2Cl)c(=O)c2ccccc2n1CC
  2%, 1%, -1%, -13%, 5, 0.0%, -10%, -3%, -4
- CC(=O)c1ccc(OC2(C)CCN(Cc3ccc4c(c3)OCCO4)C2)cc1 (stereo not drawn)
  x, -1%, x, x, 6, x, x, -2%, -14
- Cc1ccccc1NC(=O)Cn1nc(-c2ccc(Cl)s2)ccc1=O
  -3%, -9%, -6%, -15%, 5, -0.3%, 1%, -4%, -2
- Cc1oc(-c2cccc(Br)c2)nc1CN1CCC(C(=O)NCc2ccccc2)CC1
  -1%, 4%, -23%, u, 1, u, -1%[57.1 µM], -3%, -16
- Cc1onc(-c2ccccc2)c1C(=O)N1CCCC(C)(C(=O)NS(=O)(=O)C2CC2)C1 (stereo not drawn)
  x, -4%, x, x, 7, x, x, -2%, -8
- Cc1cccc(Cc2nnc(CCC(=O)NCc3ccncc3C)o2)c1
  13%, 6%, -7%, 1%, -3, 1.8%, 1%[57.1 µM], -3%, -11
- CCC1Sc2ccc(S(=O)(=O)N3CCN(c4ccccc4)CC3)cc2NC1=O (stereo not drawn)
  0%, -21%, -1%, -32%, -4, -0.4%, -4%, 3%, -4
- CC(C)(C)c1cc(CCC(=O)Nc2ccncc2)cc(C(C)(C)C)c1O
  -2%, 9%, -2%, -22%, 2, x, -2%, 1%, 0
- c1ccc(COc2ncnc3c2ncn3CCCNCCN2CCOCC2)cc1
  -3%, -2%, -12%, u, -1, x, 4%, 2%, -1
- CC(=O)c1ccc(N(C(=O)Cc2c[nH]c3ccccc23)C(C(=O)NC2CCCCC2)c2cccs2)cc1 (stereo not drawn)
  -3%, -2%, 4%, u, 3, 0.7%, 0%, 11%, 2
- Cc1cc(O)c(C=Nc2ccc(Cl)cn2)c(=O)o1
  -27%, -7%, 5%, -11%, -4, 3.9%, -2%, -3%, 7
- O=C(NCCNC(=O)c1ccc(Cl)cc1Cl)c1ccco1
  3%, 0%, -6%, 0%, -1, 0.7%, -11%, -1%, -2
- Cc1cc(=O)oc2cc(OCC(=O)NCCCn3ccnc3)ccc12
  -2%, 5%, 9%, 2%, 4, 2.0%, -9%, -4%, -6&9
- CC(C)C(=O)Nc1cccc(C(=O)Nc2cc([N+](=O)[O-])ccc2F)c1
  -9%, 0%, -6%, -11%, -1, -1.1%, -1%, -5%, -1
- CSc1ccccc1C(=O)C1CCCN(C(=O)CCN2CCCO2)C1 (stereo not drawn)
  -18%, 1%, 5%, -16%, 3, 0.9%, -2%[57.1 µM], 1%, 0
- COc1ccc(NC(=O)C2(S(=O)(=O)c3ccc(C)cc3)CC2)c(OC)c1
  -2%, -2%, -5%, -10%, -3, 2.4%, 0%, -1%, 4
- Cc1ccc(S(=O)(=O)Nc2cc(Cl)c3oc4c(c3c2)C(=O)CC(C)(C)C4)cc1
  -25%, 3%, 14%, -16%, -3, -1.1%, 1%, -5%, -2
- CCN(CC)S(=O)(=O)c1cc(NC(=O)C(C)N2CCN(Cc3ccc4c(c3)OCO4)CC2)ccc1C (stereo not drawn)
  4%, 3%, 11%, -12%, -4, 1.1%, -4%, -4%, 4
- COc1cccc(Oc2ccc(OC)cc2C(=O)O)c1
  8%, -6%, 6%, u, -6, 6.0%, 4%, -5%, 13
- Cc1ccc(C(=O)N(C)CCOc2ccccc2)cc1S(=O)(=O)N1CCOCC1
  -2%, 2%, 1%, -13%, -2, 2.3%, -5%, -5%, -9
- CCCC(=O)N=C1SC2CS(=O)(=O)CC2N1c1ccc(C(C)=O)cc1 (stereo not drawn)
  -16%, 0%, 6%, -13%, -1, 0.4%, 6%[57.1 µM], -3%, -2
- Cc1ccc(C)c(-n2c(CCC(=O)O)ccc2-c2ccc(Cl)cc2)c1
  6%, -13%, -13%, -15%, 2, 6.6%, 7%, -2%, -1
- CCC1CCCCN1CCCNC(=O)c1ccc2nc(N3CCC(C)CC3)sc2c1 (stereo not drawn)
  -13%, 1%, -10%, -10%, -6, 3.5%, 3%, 2%, -2
- Cc1ccc(Cn2cnc3c(nnn3Cc3ccc(Cl)cc3)c2=O)cc1
  -14%, -4%, 5%, -7%, -3, -1.4%, -4%, 1%, -1
- COc1ccccc1NC(=S)NC(=O)Cc1ccc(Cl)cc1
  -13%, -3%, 5%, -14%, -1, 13%, 3%, -4%, 0
- CCOC(=O)c1cnn(-c2ccccc2)c1NC(=O)CCl
  1%, 0%, -3%, -17%, -4, 0.2%, 2%, 2%, -6
- Cc1ccc(NC(=O)COC(=O)c2ccccc2OCC(=O)N(C)C)cc1
  x, -4%, x, x, x, x, 2%, 1%, -5
- N#CC1C(=O)NC(=O)C(C#N)C12CCCc1sccc12 (stereo not drawn)
  1%, 1%, 12%, -14%, 0, x, x, -2%, 2
- Cc1cccc(S(=O)(=O)Nc2nc3ccccc3nc2Nc2cccc(C(=O)O)c2)c1
  u, -1%, -6%, -16%, -10, 24%, -4%, -3%, -14&6

This is a subset; rates above refer to the full screens.
